LmPK inhibitor: blocks Leishmania mexicana pyruvate kinase activity | Q27686 | purified LmPK, Kinase-Glo ATP luminescence, 1 h | Potency, µM (highest dose often 57.5 µM), for inactives: at the highest dose activity change, negative = inhibition, hits mostly inhibitors | 290,000 tested, 0.37% active
Target sequence (Q27686 whole entry, looked up): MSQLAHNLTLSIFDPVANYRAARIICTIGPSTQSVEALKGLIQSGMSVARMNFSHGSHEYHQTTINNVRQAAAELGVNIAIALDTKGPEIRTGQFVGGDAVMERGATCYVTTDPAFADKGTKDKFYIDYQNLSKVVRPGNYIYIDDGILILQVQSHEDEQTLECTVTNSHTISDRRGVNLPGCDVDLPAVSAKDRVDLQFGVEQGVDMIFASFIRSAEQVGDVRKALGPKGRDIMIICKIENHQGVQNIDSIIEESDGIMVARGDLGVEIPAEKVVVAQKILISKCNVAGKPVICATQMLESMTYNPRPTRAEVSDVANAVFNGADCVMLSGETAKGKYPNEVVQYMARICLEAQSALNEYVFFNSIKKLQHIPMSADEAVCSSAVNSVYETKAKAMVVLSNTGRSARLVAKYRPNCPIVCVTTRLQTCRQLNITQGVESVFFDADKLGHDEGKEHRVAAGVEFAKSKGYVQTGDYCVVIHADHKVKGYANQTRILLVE
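In 50 mM imidazole pH 7.2 with 7 mM MgCl2, LmPK (0.1 nM) turned over PEP (0.5 mM) and ADP (0.1 mM) for 1 h at room temperature. Luciferase read-out of ATP.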
Pf growth 48h: inhibits P. falciparum growth in the first generation, 48 h. P. falciparum luciferase growth in erythrocytes, 48 h. Potency, µM (top dose mostly 28.7 µM), for inactives: at the highest dose activity change, negative = inhibition, most hits filed as inhibitors. 310,000 tested, 5.9% active
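Erythrocytes infected with P. falciparum carrying an integrated firefly luciferase reporter (2% hematocrit, 0.1% parasitemia final) were exposed to compounds in RPMI 1640 with 0.5% Albumax at 37 C, 5% CO2. Growth inhibition was scored as reduced luminescence.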
Sm TGR block: S. mansoni TGR enzyme inhibition; Q962Y6; purified TGR, DTNB reduction, TNB absorbance 405 nm; Potency, µM (series often up to 114 µM), without a hit: at the top dose activity change, negative = inhibition, most hits filed as inhibitors; 360,000 tested, 3% active; AID 485364; also: nearly all actives have a fitted effect of over 60% in size
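Kinetic colorimetric format: TGR-catalysed, NADPH-driven DTNB reduction monitored via TNB absorbance. Enzyme dispensed at 20 nM; compound exposure 15 min at room temperature before reaction start.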
HCV inh: HCV inhibition; Potency, µM (top dose mostly 41.8 µM), for the others: at the top dose activity change, negative = inhibition, actives largely listed as inhibitors; 340,000 tested, 3.4% active; Huh7.5.1 HCVcc-Cre infection, luciferase reporter, 44 h; AID 651820
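Seed cells (1,000/well) for 4 h; treat with compound and infect with HCVcc-Cre, moi about 0.5. Incubate 44 h, then detect luciferase activity.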
TbPYK inhibitor: inhibitors of Trypanosoma brucei pyruvate kinase. Q57TT1. Potency, µM (highest dose often 76.8 µM), inactives show at the highest dose activity, negative = inhibition, actives largely listed as inhibitors. 410,000 tested, 0.12% active. TbPYK enzyme, Kinase-Glo Plus ATP luminescence, 45 min; also: nearly all actives have a fitted effect of over 50% in size
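ADP (130 uM final) triggers the TbPYK reaction after compound addition; incubation is 45 min at room temperature. Kinase-Glo Plus is then added and luminescence imaged. Normalized data are fitted to concentration-effect curves.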
Pf growth 96h: inhibits malaria parasite growth, 96 h. P. falciparum luciferase reporter growth, 96 h. Potency, µM (series often up to 28.7 µM), inactives show at the top dose activity change, negative = inhibition, usual class: inhibitors. 320,000 tested, 6.9% active. AID 504834
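Cell-based qHTS: luciferase-tagged P. falciparum in erythrocytes (2% hematocrit, 0.05% parasitemia final) incubated with compounds for 96 hours, 37 C, 5% CO2; luciferase detection reagent then added and luminescence measured.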
* = called active by the depositor; ? = inconclusive; . = no result given; & = joins results of further samples; [ ] = dose if it differs, or a comment. Calls follow the shape of the dose curve; as a rule, active = well fitted curve in the direction sought with a large enough effect; inconclusive = small, poorly fitted or top-dose-only effect, or another doubt; inactive = no such curve, though single readings can be large; an effect the other way counts as inactive or inconclusive. % is scaled to controls: 0 for no effect and ±100 for the full control effect; potency is read from the fitted curve at half-maximal effect.

(1) CCOc1cc(C2CC(=O)NC3=C2C(=O)C(C(=O)OC)C(C)C3)cc(Cl)c1O (stereo not given)
(2) O=C(Cn1cc([N+](=O)[O-])cn1)Nc1ccc(Cn2cc(Br)cn2)cc1
(3) COc1cccc(OC)c1C(=O)N1CCN(Cc2ccncc2)CC1
(4) Cc1ccccc1C1CC(c2cccs2)Nc2nnnn21 (stereo not given)
(5) O=C1NNC(=O)C2C3C=CC(C4CC34)C12 (stereo not given)
(6) Cc1cccc(NC(=O)NNS(=O)(=O)c2ccc(F)cc2)c1
(7) CCCc1nc(C)c2c(=O)[nH]c(-c3cc(S(=O)(=O)N4CCN(CC)CC4)ccc3OCC)nn12
(8) Cc1ccc(NC(=O)CN2C(=O)NC(C)(c3ccc(Cl)cc3)C2=O)cc1S(=O)(=O)N1CCOCC1 (stereo not given)
assay / compound	1	2	3	4	5	6	7	8
LmPK inhibitor	0%	3%	-9%	0%	5%	1%	.	1%
Pf growth 48h	1.2µM*	6%	?	-12%	.	21%	?	-20%
Sm TGR block	-35%	-6%	6%	18%	15%	-6%	.	-17%
HCV inh	10%	12%	2%	20%	15%	35%	11%	4%
TbPYK inhibitor	-21%	-3%	11%	4%	6%	0%	-4%&5%	-3%
Pf growth 96h	-43%	-1%	117%[activator]	23%[5.75 µM]	20%	?	7.6µM*	?

(9) Cc1cc(C)nc(SCCn2c(N3CCCCC3)nc3c2c(=O)n(C)c(=O)n3C)n1
(10) Cc1cc(C)c(NC(=O)NC(=O)C(Cl)(Cl)Cl)c(C)c1
(11) Clc1cncc(Cl)c1N/N=C/c1ccccc1
(12) CC(=O)c1sc2nc(C)c3c(c2c1N)CCCC3
(13) COCC(=O)Nc1cc(C(=O)Nc2cccc(C)c2C)ccc1Cl
(14) COCCCn1c(=O)c2ccccc2n(Cc2cccc(C)c2)c1=O
(15) O=C(NCc1ccco1)C1CC(=O)N(c2ccc(O)cc2)C1 (stereo not given)
(16) COc1ccc(NC(=O)COC(=O)CCc2ccccc2)c(OC)c1
assay / compound	9	10	11	12	13	14	15	16
LmPK inhibitor	-9%	1%	-4%	-1%	-7%	1%	-8%	-3%
Pf growth 48h	-8%	9%	40%[activator]	15%	29%	?	8%	?
Sm TGR block	3%	-3%	-17%	2%	-3%	0%	-5%	1%
HCV inh	?	0%	?	-67%	-5%	-12%	7%	12%
TbPYK inhibitor	8%	-1%	0%	-8%	-7%	-2%	?	-1%
Pf growth 96h	19%	-1%	95%[activator]	2%	.	?	?	27%

(17) O=C(Nc1ccccc1)N1CCN(c2nc3ccccc3s2)CC1
(18) Cc1ccc(S(=O)(=O)Cc2ccc([N+](=O)[O-])cc2)cc1
(19) CC(C)(C)c1cc(-c2nc(N)nc(N)n2)c(O)c(C(C)(C)C)c1
(20) CCSc1ncc(Cl)c(C(=O)Nc2ccccc2OC)n1
(21) CCn1c(SCC(N)=O)nnc1-c1ccco1
(22) COc1ccc(N2C(=O)CC(N3CCN(c4ccccc4OC)CC3)C2=O)cc1 (stereo not given)
(23) CC(=O)c1c(C)[nH]c(C(=O)CN2C(=O)NC3(CCCCC3)C2=O)c1C
(24) CCCCOc1ccc(-c2c(C#N)c(N)nc(SCC(N)=O)c2C#N)cc1
assay / compound	17	18	19	20	21	22	23	24
LmPK inhibitor	3%	-3%	.	-3%	15%	0%	.	0%
Pf growth 48h	?	5%	?	?	11%	-1%	43%[activator]	?
Sm TGR block	-7%	3%	-2%	32%	-12%	?	-3%	-14%
HCV inh	?	12%	?	-7%	21%	18%	-6%	5µM*
TbPYK inhibitor	3%	-6%	-5%	3%	1%	2%	-2%	-2%
Pf growth 96h	.	?	?	-5%	0%	?	63%[activator]	?

Already shown: entries from further up.
(12) CC(=O)c1sc2nc(C)c3c(c2c1N)CCCC3
(13) COCC(=O)Nc1cc(C(=O)Nc2cccc(C)c2C)ccc1Cl
(14) COCCCn1c(=O)c2ccccc2n(Cc2cccc(C)c2)c1=O
(15) O=C(NCc1ccco1)C1CC(=O)N(c2ccc(O)cc2)C1 (stereo not given)
(16) COc1ccc(NC(=O)COC(=O)CCc2ccccc2)c(OC)c1
(17) O=C(Nc1ccccc1)N1CCN(c2nc3ccccc3s2)CC1
(18) Cc1ccc(S(=O)(=O)Cc2ccc([N+](=O)[O-])cc2)cc1
(19) CC(C)(C)c1cc(-c2nc(N)nc(N)n2)c(O)c(C(C)(C)C)c1
(20) CCSc1ncc(Cl)c(C(=O)Nc2ccccc2OC)n1
(21) CCn1c(SCC(N)=O)nnc1-c1ccco1
assay / compound	12	13	14	15	16	17	18	19	20	21
LmPK inhibitor	-1%	-7%	1%	-8%	-3%	3%	-3%	.	-3%	15%
Pf growth 48h	15%	29%	?	8%	?	?	5%	?	?	11%
Sm TGR block	2%	-3%	0%	-5%	1%	-7%	3%	-2%	32%	-12%
HCV inh	-67%	-5%	-12%	7%	12%	?	12%	?	-7%	21%
TbPYK inhibitor	-8%	-7%	-2%	?	-1%	3%	-6%	-5%	3%	1%
Pf growth 96h	2%	.	?	?	27%	.	?	?	-5%	0%

(22) COc1ccc(N2C(=O)CC(N3CCN(c4ccccc4OC)CC3)C2=O)cc1 (stereo not given)
(23) CC(=O)c1c(C)[nH]c(C(=O)CN2C(=O)NC3(CCCCC3)C2=O)c1C
(24) CCCCOc1ccc(-c2c(C#N)c(N)nc(SCC(N)=O)c2C#N)cc1
assay / compound	22	23	24
LmPK inhibitor	0%	.	0%
Pf growth 48h	-1%	43%[activator]	?
Sm TGR block	?	-3%	-14%
HCV inh	18%	-6%	5µM*
TbPYK inhibitor	2%	-2%	-2%
Pf growth 96h	?	63%[activator]	?

(more compounds)
(25) CSc1ccc(NC(=O)N2CC(C)OC(C)C2)cc1 (stereo not given)
(26) CCCn1cc(CN2CCC(Cc3ccccc3)(C(=O)OCC)CC2)c(C)n1
(27) CCOC(=O)C1CCN(S(=O)(=O)c2ccc(CN3C(=O)c4cccnc4C3=O)cc2)CC1
(28) COCc1nnc(NS(=O)(=O)c2ccc(Cl)cc2)s1
(29) Cc1cccc(-n2c(CCCN3C(=O)c4ccccc4C3=O)nc3ccccc3c2=O)n1
(30) Cc1ccc(-n2ncc3c2CCCC3NC(=O)CCc2c(C)noc2C)cc1C (stereo not given)
(31) CCC(=O)c1cn(CC(=O)NCC2CCCO2)c2ccccc12 (stereo not given)
(32) O=C(NNC(=O)c1ccccc1O)c1ccc(S(=O)(=O)Nc2ccccc2F)cc1
assay / compound	25	26	27	28	29	30	31	32
LmPK inhibitor	2%	3%	-4%	-2%	5%	5%	3%	.
Pf growth 48h	3%	0%	22%	-1%	0%	-11%	-1%	?
Sm TGR block	-1%	-1%	-13%	1%	4%	5%	0%	-1%
HCV inh	-2%	-19%	10%	8%	4%&11%	.	20%	16µM*
TbPYK inhibitor	-6%	-1%	7%	-1%	2%	-9%	4%	1%
Pf growth 96h	105%[activator]	10µM*	?	-12%	-23%	?	-25%	-8%

(33) CC(NC(=O)CCC(=O)N1CCN(S(=O)(=O)c2ccc(Cl)cc2)CC1)c1ccccc1 (stereo not given)
(34) CC(C)(C)Sc1ccc2nc3c(n2c1)CCCC3
(35) O=C(NC1CCN(C(=O)NCc2ccccc2)CC1)c1ccc(F)cc1
(36) CCCn1nnnc1NC(=O)COc1ccc(Cl)cc1C
(37) CC(C)C[C@H](CO)Nc1nc(Nc2cccc(Cl)c2)c2ncn(C(C)C)c2n1
(38) Cc1cc(C)n(C2CCCCC2OC(=O)CCc2ccccc2)n1 (stereo not given)
(39) CCc1c(-c2ccccc2)[n+](=O)c2c(n1[O-])CCC2
(40) O=C1CC(c2ccccc2)=Nc2ccccc2N1Cc1ccccc1
assay / compound	33	34	35	36	37	38	39	40
LmPK inhibitor	4%	1%	-1%	-5%	0%	1%	0%	1%
Pf growth 48h	?	12µM*	5%	6%	?	35%[activator]	59%[activator]	?
Sm TGR block	-8%	2%	-1%	-1%	-1%	-1%	16%	1%
HCV inh	?	?	1%	2%	?	1%	5%	5%
TbPYK inhibitor	3%	2%	-8%	1%	0%	-2%	3%	2%
Pf growth 96h	?	?	?	48%[activator]	?	?	-8%	?

(41) O=[N+]([O-])c1ccc(Cl)cc1Sc1nc2ccccc2o1
(42) CCCNC(=O)CNC(=S)N(Cc1cc(OC)c(OC)c(OC)c1)C1CCCC1
(43) Clc1ccc(-c2csc(Nc3cccnc3)n2)cc1
(44) CC(=O)c1cccc(NC(=O)C(OC(=O)c2ccccc2NS(=O)(=O)c2cccs2)c2ccccc2)c1 (stereo not given)
(45) CSCc1c(C(=O)Nc2ccccc2N2CCOCC2)oc2ccccc12
(46) COC(=O)C1=NN(N=O)C2(CC(=O)N(c3cc(C)cc(C)c3)C2=O)C1 (stereo not given)
(47) Cc1ccc(CN(Cc2ccco2)C(=S)NCC(=O)O)cc1
(48) COc1ccc(OC)c(NC(=O)c2[nH]c(C)c(C(C)=O)c2C)c1
assay / compound	41	42	43	44	45	46	47	48
LmPK inhibitor	-1%	1%	1%	6%	.	1%	-6%	-4%
Pf growth 48h	8.3µM*	28%	10%	?	12µM*	.	-6%	37%[activator]
Sm TGR block	-12%	-7%	0%	10%	2%	25µM*	-13%	1%
HCV inh	?	2%	?	1%	-6%	12%	19%	-12%
TbPYK inhibitor	0%	2%	-4%	-15%	2%	.	3%	-1%
Pf growth 96h	8%	4%	2%	?	-113%	-4%	-9%	49%[activator]

(49) CCNC(=O)Cn1cnc2c1c(=O)n(C)c(=O)n2C
(50) CC(=O)Nc1ccc(S(=O)(=O)Nc2cccc(C(=O)NC(C)(C)C)c2)cc1
(51) CCc1[nH]nc2c1C1(CCN(C(=O)c3ccccc3)CC1)C(C#N)=C(N)O2
(52) Cc1nc2ccccc2c(=O)n1-c1cc(F)ccc1F
(53) COc1ccc(S(=O)Cc2ccc(C(=O)N3CCN(C(=O)c4ccco4)CC3)o2)cc1 (stereo not given)
(54) CCCCNC(=S)Nc1ccc2[nH]c(=O)[nH]c2c1
(55) COc1ccc(NC(=O)CCNS(=O)(=O)c2cccc3nsnc23)cc1
(56) O=C(NCCCN1CCOCC1)c1ccc(CNS(=O)(=O)c2ccc(F)cc2)cc1
assay / compound	49	50	51	52	53	54	55	56
LmPK inhibitor	-6%	-3%	-2%	5%	-3%	2%	2%	-2%
Pf growth 48h	9%	?	11%	159%[activator]	20%	11%	1%	0%
Sm TGR block	2%	1%	5%	8%	-29%	?	0%&-2%	2%
HCV inh	13%	-1%	2%	-11%	13%	15%	8%	4%
TbPYK inhibitor	2%	-3%	-1%	-1%	-4%	-10%	-8%&-1%	-4%
Pf growth 96h	.	13%	0%	134%[activator]	?	16%	14%	?

(57) CN=C(C)C1=C(O)C(C(=O)OC)C(C)(C)CC1=O (stereo not given)
(58) Cc1ccccc1N1CCN(S(=O)(=O)c2ccccc2)CC1
(59) COc1ccc(C2C(C(=O)c3ccccc3)=C(C)Nc3nc4ccccc4n32)cc1OC (stereo not given)
(60) O=S(=O)(NC1CCCCC1)c1ccc(F)c2ccccc12
assay / compound	57	58	59	60
LmPK inhibitor	-2%	3%	3%	2%
Pf growth 48h	1%	6%	-21%	-26%
Sm TGR block	7%	-1%&13%	-4%	-21%
HCV inh	2%	-18%	-9%[8.37 µM]	35µM*
TbPYK inhibitor	-3%	4%&6%	0%	-4%
Pf growth 96h	?	?	3.3µM*	.
